Source: PubChem BioAssay
STK33 kinase inh = human STK33 kinase inhibition | Q9BYT3 | purified STK33, MBP phosphorylation, ADP-Glo luminescence | inhibition, % at 10 µM | 320,000 tested, 0.073% active;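 active = inhibition at or above 25%, using the most active replicate where run in duplicate; inactive = inhibition below 25%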
Target sequence (Q9BYT3 whole entry, looked up): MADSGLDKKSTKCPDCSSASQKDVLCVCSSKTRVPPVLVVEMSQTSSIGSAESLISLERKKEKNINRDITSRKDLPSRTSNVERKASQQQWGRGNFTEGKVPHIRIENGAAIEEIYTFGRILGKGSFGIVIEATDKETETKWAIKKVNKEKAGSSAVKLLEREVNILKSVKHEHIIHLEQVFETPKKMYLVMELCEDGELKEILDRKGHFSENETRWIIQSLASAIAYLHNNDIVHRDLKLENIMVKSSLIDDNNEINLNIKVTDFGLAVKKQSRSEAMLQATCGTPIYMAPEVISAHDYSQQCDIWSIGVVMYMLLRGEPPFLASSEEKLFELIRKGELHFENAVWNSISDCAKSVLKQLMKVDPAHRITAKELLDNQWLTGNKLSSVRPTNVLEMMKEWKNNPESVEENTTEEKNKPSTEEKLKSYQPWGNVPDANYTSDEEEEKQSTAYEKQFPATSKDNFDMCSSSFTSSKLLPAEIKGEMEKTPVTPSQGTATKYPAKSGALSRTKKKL
The depositor's hits bear a star. The list is partial; the hit share may differ from the screen's.

Cc1ccc(C(=O)OCC(=O)NC2CC2)s1 was read as STK33 kinase inh 0.9.
`CCCCn1c(N)c(N(CC)C(=O)COc2ccc(C#N)cc2)c(=O)[nH]c1=O` gave STK33 kinase inh -1.6.
`CCOC(=O)c1[nH]c(C)c(C(=O)OCC(=O)NCc2ccc(Cl)cc2)c1C` gave STK33 kinase inh -0.8.
For CCOc1ccc(NC(=O)CN2CCN(c3ccccc3C)CC2)cc1S(=O)(=O)N1CCCC1 the results were STK33 kinase inh -0.1.
For Cc1ccc(NC(=O)C2CC(=O)N(CCc3ccccc3)C2)cc1Cl (stereo not drawn) the results were STK33 kinase inh -0.4.
`CC12CCC(=O)N1C(C(=O)Nc1nc3ccccc3s1)CS2` (stereo not drawn) gave STK33 kinase inh 0.0.
`Cc1cc(C)c(NC(=O)CSc2nc3ccccc3c(=O)n2CCCN2CCOCC2)c(C)c1` gave STK33 kinase inh -1.1.
For CNS(=O)(=O)c1cccc(C(=O)OCC(=O)Nc2ccc3ccccc3c2)c1 the results were STK33 kinase inh -1.4.
Screening Cc1nc(SCCc2nc3ccccc3[nH]2)c2oc3ccccc3c2n1 returned STK33 kinase inh 0.7.
For CC1CCC2(CC1)NC(=O)N(CC(=O)N(Cc1ccccc1)C(C)(C)C)C2=O (stereo not drawn) the results were STK33 kinase inh -0.8.
Cc1ccc(C)c(Sc2ccc(NC(=O)CCN3C(=O)NC4(CCCC4)C3=O)cc2)c1 was read as STK33 kinase inh -1.2.
COc1cc(NCc2ccccc2)c2ncn(C(C)C)c2c1 was read as STK33 kinase inh 11.
CC1CC(OC(=O)c2ccccc2C(=O)c2ccc(Cl)cc2)C(=O)O1 (stereo not drawn) was read as STK33 kinase inh -3.4.
COc1ccc(Cl)cc1-c1nc(SCC(=O)N(C)C2CCS(=O)(=O)C2)n[nH]1 (stereo not drawn) was read as STK33 kinase inh -0.6.
Screening COc1ccc(NC(=O)N(C)C[C@H]2Oc3c(NC(=O)C4CCCCC4)cccc3C(=O)N([C@H](C)CO)C[C@@H]2C)cc1 returned STK33 kinase inh -0.1.
`NS(=O)(=O)c1cccc(NC(=O)c2ccc(NS(=O)(=O)c3cccc([N+](=O)[O-])c3)cc2)c1` gave STK33 kinase inh 4.3.
`CC(=O)c1ccc(OC(C)C(=O)OCC(=O)NCCc2ccccc2)cc1` (stereo not drawn) gave STK33 kinase inh 0.9.
CCN(CC)S(=O)(=O)c1ccc2[nH]c(=O)cc(C(=O)N(C)C3CCS(=O)(=O)C3)c2c1 (stereo not drawn) was read as STK33 kinase inh 0.6.
`C#CCOCCOCCOCCNc1nc(N2CCN(C(=O)[C@H](CCCN=C(N)N)n3cc(C(N)[C@@H](C)CC)nn3)CC2)nc(N2CCN(C(=O)[C@H](CCC(=O)O)n3cc([C@@H](N)[C@H](C)CC)nn3)CC2)n1` (stereo partly drawn) gave STK33 kinase inh -0.2.
CC(NC(=O)CN1C(=O)NC2(CCCCCC2)C1=O)c1ccccc1 (stereo not drawn) was read as STK33 kinase inh -0.3.
`CC(C)Oc1ccc(S(=O)(=O)N2CCOCC2)cc1NC(=O)C1CCCCC1` gave STK33 kinase inh 0.1.
Screening C[C@@H]1CN([C@@H](C)CO)C(=O)c2cc(NC(=O)Nc3ccc(F)cc3)ccc2O[C@@H]1CN(C)Cc1ccc(Oc2ccccc2)cc1 returned STK33 kinase inh -1.0.
`O=C(COC(=O)CNC(=O)c1ccccc1)NCc1ccc2c(c1)OCO2` gave STK33 kinase inh -0.4.
`Cc1ccc(Nc2nc(N)nc(COC(=O)C3=COCCO3)n2)cc1` gave STK33 kinase inh 1.9.
For N#Cc1ccc(CN2CCN(C(=O)c3ccc(S(=O)(=O)N4CCCCCC4)cc3)CC2)cc1 the results were STK33 kinase inh -1.0.
Screening COC(=O)c1ccccc1S(=O)(=O)N1CCC(C(=O)Nc2ccc(N3CCOCC3)cc2)CC1 returned STK33 kinase inh -0.8.
For CC(C)(C)OC(=O)C[C@@H]1C/C=C\C[C@H](CC(=O)N[C@H](CO)Cc2ccccc2)C(=O)N[C@@H](Cc2ccccc2)COC1=O the results were STK33 kinase inh 3.5.
CCN(C(=O)COC(=O)Cc1ccc(F)cc1)c1c(N)n(Cc2ccccc2)c(=O)[nH]c1=O was read as STK33 kinase inh -1.5.
Screening Cc1cccc(N2CC(C(=O)NCC3COc4ccccc4O3)CC2=O)c1C (stereo not drawn) returned STK33 kinase inh 2.1.
Screening CC1CCCN(C(=O)c2ccc3c(c2)OCCO3)C1 (stereo not drawn) returned STK33 kinase inh -0.8.
O=C(CSc1nc2c(cnn2-c2cccc(Cl)c2)c(=O)[nH]1)NCCC1=CCCCC1 was read as STK33 kinase inh -1.3.
CCN(c1ccccc1)S(=O)(=O)c1ccc(C(=O)NCC2(N(C)C)CCCCC2)cc1 was read as STK33 kinase inh -1.1.
For Cc1ccc(C(=O)NCC(=O)OCc2nnc(-c3ccc([N+](=O)[O-])cc3)o2)s1 the results were STK33 kinase inh 1.4.
For COc1ccc(C2=NOC(Cn3nc(-c4ccccc4)cc3C(=O)NCc3ccco3)C2)cc1 (stereo not drawn) the results were STK33 kinase inh 0.1.
`CC(NC(=O)COC(=O)/C=C/c1cccc(F)c1)c1ccccc1` (stereo not drawn) gave STK33 kinase inh -1.6.
`CC(C)CC1NC(=O)c2cc(Cl)ccc2-n2c1nc1ccc(F)cc1c2=O` (stereo not drawn) gave STK33 kinase inh -1.3.
For NS(=O)(=O)c1cccc(NC(=O)CSc2nc3ccccc3c(=O)n2Cc2ccco2)c1 the results were STK33 kinase inh 0.0.
Screening Cc1ccc(NC(=O)CSc2nc3[nH]c(=O)cc(O)c3s2)c(Br)c1 returned STK33 kinase inh 1.9.
O=C(COC(=O)Cc1ccc(Br)cc1)Nc1ccc(N2CCOCC2)cc1 was read as STK33 kinase inh -0.3.
For COc1ccc(Nc2nnc(SCC(=O)NC3CC3)s2)cc1 the results were STK33 kinase inh 0.4.
For COc1ccccc1CC(=O)Nc1cc(S(=O)(=O)N2CCOCC2)ccc1N1CCOCC1 the results were STK33 kinase inh -1.1.
For CCC(C)Sc1cccc(-c2nc3ccccn3c2NCc2ccccc2)c1 (stereo not drawn) the results were STK33 kinase inh -1.1.
For CCCCn1nc(C(=O)Nc2ccc3c(c2)OCCO3)c2ccccc2c1=O the results were STK33 kinase inh -0.3.
CCc1ccccc1NC(=O)c1ccc(OCc2c(C)noc2C)cc1 was read as STK33 kinase inh -0.6.
Screening CCn1nc(C(=O)NNC(=O)c2ccccc2)c2ccccc2c1=O returned STK33 kinase inh -0.5.
O=C(c1cc(Br)c(Br)s1)N1CCc2ccccc2C1 was read as STK33 kinase inh 0.4.
`Cc1cccc(NC(=O)CSCC(=O)N2CCN(c3cccc(C(F)(F)F)c3)CC2)c1` gave STK33 kinase inh -1.2.
`COc1cc(C(=O)OCC(=O)c2ccccc2)cc2c1OCCO2` gave STK33 kinase inh -0.6.
CN(CC(=O)Nc1ccc(Cl)cc1)C(=O)c1ccc(COc2ccccc2)cc1 was read as STK33 kinase inh -0.9.
For COCCN(C(=O)c1cc(-c2ccco2)nc2ccccc12)c1c(N)n(Cc2ccccc2)c(=O)[nH]c1=O the results were STK33 kinase inh -0.4.
For O=C(CN1CCN(c2ccc(O)cc2)CC1)N(C1CC1)C1CCS(=O)(=O)C1 (stereo not drawn) the results were STK33 kinase inh -1.3.
`Cc1noc(C)c1NC(=O)N(C)C[C@H]1Oc2ccc(NC(=O)Nc3ccc4c(c3)OCO4)cc2C(=O)N([C@H](C)CO)C[C@@H]1C` gave STK33 kinase inh -0.2.
For CCc1cccc2c(C(=O)CN3C(=O)N(C)C4(CCCCC4)C3=O)c[nH]c12 the results were STK33 kinase inh 0.7.
`C[C@H](CO)N1C[C@H](C)[C@@H](CN(C)S(=O)(=O)c2cn(C)cn2)Oc2c(NC(=O)Nc3ccc(C(F)(F)F)cc3)cccc2C1=O` gave STK33 kinase inh -0.1.
`COc1ccc(CN2C(=O)C(C)Nc3ncnc(N4CCN(c5ccccc5)CC4)c32)cc1` (stereo not drawn) gave STK33 kinase inh -0.3.
Screening CC1(C)O[C@@H]2[C@H](O1)[C@@H](COS(=O)(=O)O)O[C@H]2n1cnc2c(=O)[nH]cnc21 returned STK33 kinase inh 5.1.
Screening Cn1ccc(NS(=O)(=O)c2cc(Br)ccc2Br)n1 returned STK33 kinase inh -3.9.
COc1ccc(CN2C(=O)c3ccccc3C2=O)cc1C(=O)N(C)CC(=O)Nc1c(C)cccc1C was read as STK33 kinase inh 0.3.
Screening Cc1ccccc1NC(=O)c1ccc(OCc2c(C)noc2C)cc1 returned STK33 kinase inh 0.4.
`CCOc1ccc(OCCC(=O)Nc2ccc3c(c2)OCO3)cc1` gave STK33 kinase inh 0.9.

Sorted by count of non-hydrogen atoms (ascending): 3 of the compounds above.
Screening Cn1ccc(NS(=O)(=O)c2cc(Br)ccc2Br)n1 returned STK33 kinase inh -3.9.
For O=C(CN1CCN(c2ccc(O)cc2)CC1)N(C1CC1)C1CCS(=O)(=O)C1 (stereo not drawn) the results were STK33 kinase inh -1.3.
`COc1ccc(CN2C(=O)C(C)Nc3ncnc(N4CCN(c5ccccc5)CC4)c32)cc1` (stereo not drawn) gave STK33 kinase inh -0.3.

New compounds follow:
`Cc1c(C(=O)Nc2nc(-c3ccccn3)cs2)oc2ccccc12` gave STK33 kinase inh -0.1.
For CSc1ccccc1NC(=O)CN1CCN(S(=O)(=O)c2ccccc2[N+](=O)[O-])CC1 the results were STK33 kinase inh 0.7.
For C[C@H]1CN([C@@H](C)CO)C(=O)c2cccc(NC(=O)c3cnccn3)c2O[C@@H]1CN(C)S(=O)(=O)c1ccc(F)cc1 the results were STK33 kinase inh -0.5.
For Nc1nc(SCC(=O)Nc2cc(Cl)c(Cl)cc2Cl)n[nH]1 the results were STK33 kinase inh 0.0.
`CCCC(C)NC(=O)c1cc(S(=O)(=O)N2CCCCCC2)ccc1OC` (stereo not drawn) gave STK33 kinase inh -0.4.
For CC1(C)OC(C)(C)/C(=C\c2ccc(OCC(N)=O)cc2)C1=O the results were STK33 kinase inh -0.8.
Screening O=C(COC(=O)c1ccccn1)NCCc1ccc(Cl)cc1 returned STK33 kinase inh -0.1.
Screening O=C(COC(=O)CCC(=O)c1ccc(F)cc1)NCc1ccccc1Cl returned STK33 kinase inh -0.5.
`O=C(NNC(=O)C1CCCC1)c1cc([N+](=O)[O-])cc([N+](=O)[O-])c1` gave STK33 kinase inh 0.5.
CCN(C(=O)c1c(C)noc1C)c1c(N)n(Cc2ccccc2)c(=O)[nH]c1=O was read as STK33 kinase inh -0.8.
Cn1cnnc1SCC(=O)Nc1ncc([N+](=O)[O-])s1 was read as STK33 kinase inh -0.5.
For O=C(N=C1SC2CS(=O)(=O)CC2N1c1ccccc1)c1ccccc1 (stereo not drawn) the results were STK33 kinase inh 0.8.
`Cc1cc(C(=O)NNC(=O)c2ccccc2O)c(C)o1` gave STK33 kinase inh -1.0.
Screening C=C[C@H](CC(C)C)N(Cc1ccccc1)S(=O)(=O)N(Cc1ccccc1)[C@@H](C=C)CC(C)C returned STK33 kinase inh -1.3.
`CC(=NNC(=O)CCC(=O)Nc1ccccc1Cl)c1ccco1` gave STK33 kinase inh 0.0.

Reprinted from the part before: 6 compounds, followed by the next part.
CCN(C(=O)c1c(C)noc1C)c1c(N)n(Cc2ccccc2)c(=O)[nH]c1=O was read as STK33 kinase inh -0.8.
Cn1cnnc1SCC(=O)Nc1ncc([N+](=O)[O-])s1 was read as STK33 kinase inh -0.5.
For O=C(N=C1SC2CS(=O)(=O)CC2N1c1ccccc1)c1ccccc1 (stereo not drawn) the results were STK33 kinase inh 0.8.
`Cc1cc(C(=O)NNC(=O)c2ccccc2O)c(C)o1` gave STK33 kinase inh -1.0.
Screening C=C[C@H](CC(C)C)N(Cc1ccccc1)S(=O)(=O)N(Cc1ccccc1)[C@@H](C=C)CC(C)C returned STK33 kinase inh -1.3.
`CC(=NNC(=O)CCC(=O)Nc1ccccc1Cl)c1ccco1` gave STK33 kinase inh 0.0.
`CC1CC(C)CN(C(=O)C(C)N(C)CC(=O)Nc2ccc(F)cc2)C1` (stereo not drawn) gave STK33 kinase inh 0.6.
For Cc1ccc(F)cc1NC(=O)CSc1n[nH]c(N)n1 the results were STK33 kinase inh -0.1.
Cc1cccc(C(=O)OCC(=O)Nc2c(C)n(C)n(-c3ccccc3)c2=O)c1O was read as STK33 kinase inh -1.7.
`CCN1C(=O)[C@H]2[C@@H](c3ccc(-c4ccc(Cl)c(Cl)c4)c(OC)c3)N3CCCC[C@@]3(C(=O)OC)[C@H]2C1=O` gave STK33 kinase inh -0.2.
O=S(=O)(Nc1cccc(S(=O)(=O)N2CCCC2)c1)c1ccc(Cl)s1 was read as STK33 kinase inh -0.7.
Screening CCOc1ccc(S(=O)(=O)N2CCN(C(=O)C3CSC4(C)CCC(=O)N34)CC2)cc1 (stereo not drawn) returned STK33 kinase inh -0.1.
Screening O=C(Nc1nccs1)c1nc[nH]c1C(=O)N1CCN(c2ccccc2)CC1 returned STK33 kinase inh -0.6.
Screening O=C(Cn1cc(C(F)(F)F)cc(Cl)c1=O)NC1CCS(=O)(=O)C1 (stereo not drawn) returned STK33 kinase inh -0.8.
Screening Cc1ccc(S(=O)(=O)NCC(=O)NCC2COc3ccccc3O2)cc1C (stereo not drawn) returned STK33 kinase inh -0.7.
Screening CN(CC(=O)Nc1ccc(Cl)c(C(F)(F)F)c1)CC(=O)NC1CCCCC1 returned STK33 kinase inh -0.8.
For CCCCn1c(=S)[nH]c2cc(S(=O)(=O)N3CCOCC3)ccc21 the results were STK33 kinase inh -1.2.
Screening CCN(C(=O)COC(=O)c1cc2c(s1)CCCC2)c1c(N)n(Cc2ccccc2)c(=O)[nH]c1=O returned STK33 kinase inh 1.5.
C=CCn1c(C)cc(C(=O)COC(=O)CCc2cc(OC)c(OC)c(OC)c2)c1C was read as STK33 kinase inh -1.2.
Cc1cc(C(=O)OCC(=O)Nc2cccc(S(N)(=O)=O)c2)c(C)o1 was read as STK33 kinase inh -1.8.
For Cc1ccc(OCCNS(=O)(=O)c2ccc(Cl)cc2)cc1 the results were STK33 kinase inh 0.8.
